# Bioassay records as filed in PubChem.
# hiPSC survival – enhancers of human iPSC single-cell survival; hiPSC single-cell survival, ATPlite luminescence; 100% = ROCK inhibitor wells, 0% = DMSO; 360,000 tested, 0.044% active; AID 602274; survival enhancement, % at 20 µM; in the data active = survival enhancement above about 18%;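 note: cells exposed to compounds for 16 hours before the ATP read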
# Cardio protect – myocardial damage modulation in H9c2 cells; 360,000 tested, 0.63% active; protection from H2O2 cell death, % at 20 µM; H9c2 cardiomyocytes, H2O2 injury protection, ATPLite, 2 h; AID 588492;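 active = compounds giving at least 50% protection of heart cells from peroxide-induced death in the single-dose screen, raw or plate-pattern-corrected value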;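 note: 0% = DMSO wells with peroxide and 100% = DMSO wells without peroxide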
# MC4R antag cAMP – blocks human MC4R cAMP signaling; P32245; MC4R-expressing cells, MTII-stimulated cAMP, LANCE TR-FRET; inhibition, % at 6.5 µM; 360,000 tested, 0.48% active;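 active = inhibition above its plate's cutoff, the mean of tested wells on that plate plus 3 SD, cut at about 29% in these data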;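 note: 0% = Melanotan II alone and 100% = Melanotan II plus saturating MCL0020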
# Target sequence (P32245 whole entry, looked up): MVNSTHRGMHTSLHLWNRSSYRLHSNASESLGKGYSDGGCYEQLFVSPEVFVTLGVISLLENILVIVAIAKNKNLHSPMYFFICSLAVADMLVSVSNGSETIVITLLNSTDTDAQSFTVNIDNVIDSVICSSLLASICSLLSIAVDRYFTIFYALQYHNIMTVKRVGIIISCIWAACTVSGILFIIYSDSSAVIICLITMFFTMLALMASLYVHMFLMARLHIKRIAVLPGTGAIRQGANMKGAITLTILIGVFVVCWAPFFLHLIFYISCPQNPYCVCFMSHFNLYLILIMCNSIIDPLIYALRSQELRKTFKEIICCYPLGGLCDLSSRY
#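 material = U2OS cells stably expressing human melanocortin 4 receptor (MC4R) | also added = Melanotan II challenge | dosing = single nominal compound dose of 6.5 µM | detection = TR-FRET with Eu-cAMP and labeled anti-cAMP, 671 nm | replication = singlicate | timing = compound 30 min, challenge 1 h, detection 1 h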
# Exocytosis inh – blocks lytic granule exocytosis; 360,000 tested, 0.66% active; TALL-104 LAMP-1 surface exposure, flow cytometry; cells stimulated with thapsigargin and PMA; inhibition, % at 10 µM;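 active = inhibition above about 55%, limit read from the data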
# MC4R ag barr – activates human MC4R beta-arrestin recruitment; U2OS MC4R beta-arrestin complementation, luminescence; percent of melanotan II response, DMSO zero; activation, % at 8.9 µM; 360,000 tested, 0.98% active;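 active = activation above a per-plate cutoff, the mean activation of sample wells on that plate plus 3 SD, cut at about 8% in these data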
# N-glyco inh – blocks N-linked glycosylation in D54 reporter cells; reporter increase, % at 12.5 µM; D54 ERlucT glycosylation luciferase reporter, 24 h; percent of 100 nM tunicamycin response; 360,000 tested, 0.23% active;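 active = mean luciferase reporter signal, scaled so untreated is 0 and the glycosylation-blocking control 100, at or above a set limit in every replicate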;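 note: luciferase carries N-glycosylation sites so blocking glycosylation raises the light; 0% = median of neutral control wells and 100% = median of 100 nM tunicamycin wells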
# ABHD5 PLIN5 PPI – ABHD5-PLIN5 protein interaction inhibition; 360,000 tested, 0.78% active; inhibition, % at 4 µM; Q00G26+Q8WTS1; Split G. princeps luciferase complementation, luminescence, 4 h;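 active = inhibition above the mean inhibition across every tested compound plus 3 SD, cut at about 22% in these data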;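 note: 0% = DMSO only wells and the 100% control is not disclosed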
# aDG glyco act – alpha-DG glycosylation activation | activation, % at 10 µM | Pro5-aDG cells, alpha-DG glycosylation AlphaScreen (IIH6); 0% Pro5, 100% B10-LARGE cell signal | 360,000 tested, 0.22% active | AID 624168;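 active = activation of at least 8% versus controls, or a plate z-score of at least 8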;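 note: Pro5 are CHO cells carrying HIG-tagged alpha-DG that lacks glycosylation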
# ABCB6 inh MLPCN – human ABCB6 transporter inhibition. Q9NP58. fluorescence ratio to DMSO, % at 10 µM. 360,000 tested, 0.19% active. K562-ABCB6 porphyrin accumulation, flow cytometry, 1 h; hits give low values;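 active = fluorescence ratio to DMSO below 75%, the collection mean minus 3 SD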;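 note: signal is porphyrin accumulated inside mitochondria; 100% equals median channel fluorescence of DMSO control wells; lower ratio means ABCB6 inhibition with less porphyrin fluorescence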
# HTR2A ag – agonists of mouse serotonin 5-HT2A receptor (HTR2A) | P35363 | CHO-K1 mHTR2A beta-arrestin complementation, luminescence; percent of 30 µM serotonin response | activation, % at 7.6 µM | 360,000 tested, 0.66% active | AID 624169;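 active = activation above a run cutoff, the mean activation of all tested compounds plus 3 SD, cut at about 14% in these data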;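 note: 0% = plate median of compound wells and 100% = 30 µM serotonin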
# Target sequence (P35363 whole entry, looked up): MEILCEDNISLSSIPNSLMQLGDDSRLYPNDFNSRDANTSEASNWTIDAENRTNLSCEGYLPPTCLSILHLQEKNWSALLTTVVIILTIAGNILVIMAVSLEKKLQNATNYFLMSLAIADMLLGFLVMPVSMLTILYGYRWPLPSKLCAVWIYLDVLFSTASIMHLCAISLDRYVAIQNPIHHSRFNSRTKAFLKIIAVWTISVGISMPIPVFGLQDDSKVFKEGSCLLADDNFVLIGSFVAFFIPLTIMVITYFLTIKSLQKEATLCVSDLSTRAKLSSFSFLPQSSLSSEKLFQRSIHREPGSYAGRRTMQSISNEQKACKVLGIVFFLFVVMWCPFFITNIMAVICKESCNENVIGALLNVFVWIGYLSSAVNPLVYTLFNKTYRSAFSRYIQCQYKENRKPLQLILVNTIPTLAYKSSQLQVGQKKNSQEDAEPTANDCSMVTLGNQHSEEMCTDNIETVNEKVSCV
# * hit, by the source's call; nt = not tested or not shown.
SMILES,hiPSC survival,Cardio protect,MC4R antag cAMP,Exocytosis inh,MC4R ag barr,N-glyco inh,ABHD5 PLIN5 PPI,aDG glyco act,ABCB6 inh MLPCN,HTR2A ag
COc1ccc(CC(=O)NNS(=O)(=O)c2ccc3ccccc3c2)cc1OC,-0.4,-2.8,8.5,-3.6,-3.6,1.0,0.1,0.0,100.0,2.0
Cc1ccnc(NC(=O)c2cc3ccccc3o2)c1,-0.5,-19.3,-4.2,-4.5,-3.3,-23.4,-5.2,0.0,82.0,0.1
Cc1[nH]c(C(=O)N/N=C/c2ccc(C(=O)O)cc2)c(C)c1C(=O)N/N=C/c1ccc(C(=O)O)cc1,-0.9,-5.6,-11.0,-1.8,2.7,0.3,-1.2,-0.3,93.0,4.5
COc1cccc2cc(C(C)N(CCCN3CCOCC3)C(=S)Nc3c(C)cccc3C)oc12 (stereo not drawn),-0.6,4.7,7.6,0.0,-1.8,-2.0,-1.9,0.2,98.0,-4.6
C=CCC(CC)C(=O)NC(=O)N1CCCc2ccccc21 (stereo not drawn),-0.1,3.1,9.7,-10.3,-1.6,-1.8,6.0,-0.2,87.0,7.8
N/C(=N\OC(=O)/C=C/c1ccccc1)c1ccc(Br)cc1,-1.3,-2.0,3.6,8.7,3.1,0.8,2.2,-0.3,105.0,5.2
N#Cc1nc(-c2cccc3ccccc23)oc1NCCN1CCCCC1,0.0,-7.2,3.5,7.4,-0.8,-0.3,16.2,5.5,92.0,-4.6
Cc1[nH]c2ccccc2c1C(=O)c1cc([C@H](NC(=O)OC(C)(C)C)C(C)C)sc1N,nt,nt,nt,4.6,nt,nt,-16.6,0.0,nt,0.2
O=C(NC1Cc2ccccc2C1)c1cc(COc2cccc(C(F)(F)F)c2)on1,-0.6,-11.7,1.3,-2.2,-1.2,0.6,-0.8,-0.1,96.0,0.6
O=C(NC(Cc1ccc(O)cc1)C(=O)O)c1ccco1 (stereo not drawn),-1.2,-2.5,-6.1,-1.0,-1.1,0.9,-5.3,0.2,99.0,3.9
Clc1ncccc1-c1nc2ccccc2s1,1.9,-8.0,15.6,2.1,-3.1,0.4,-2.1,0.0,96.0,-3.5
COc1ccc(NCCC(O)c2ccc(Cl)cc2)cc1 (stereo not drawn),-0.6,1.2,4.0,6.1,1.2,1.2,4.6,-0.3,98.0,3.0
CC[n+]1c(C)n(C)c2cc(S(=O)(=O)N(C)C)ccc21,-1.0,1.6,-3.6,2.3,0.2,3.0,8.5,0.6,103.0,2.5
CCCCNC(=S)Nc1ccc([N+](=O)[O-])cc1,-1.9,-11.6,11.9,0.1,-1.4,-3.7,2.4,-0.3,96.0,-1.2
CCOC(=O)c1cc(NC(=O)c2cccnc2)ccn1,1.3,1.3,-3.1,10.2,0.8,3.4,5.6,-0.1,94.0,1.8
COc1ccc2c(CN3CCN(c4ccccc4F)CC3)cc(=O)oc2c1,0.9,5.1,nt,-3.4,nt,-1.2,3.6,-0.1,93.0,-0.2
CC1CCN(S(=O)(=O)c2cc3c4c(c2)CCN4C(=O)CC3)CC1,0.4,5.0,20.8,-1.6,-0.5,0.3,1.9,-0.2,98.0,1.8
CNCC(=O)Nc1ccc(OC(F)(F)F)cc1,0.3,14.4,1.7,-0.7,-2.7,1.3,6.1,-0.2,94.0,-0.3
O=C(CC(=O)NC1CCCCC1)N/N=C/c1ccccc1[N+](=O)[O-],0.1,4.0,4.8,2.4,-0.6,-2.6,-4.2,0.1,97.0,-3.2
CS(=O)(=O)N(CC(=O)N/N=C/c1cccc2c1OCCO2)c1ccccc1Br,3.3,1.3,11.1,-12.9,0.1,0.8,12.2,-0.6,109.0,5.3
Cc1c(C)c2ccc(OCC(=O)Nc3ccccn3)c(C)c2oc1=O,-0.6,-19.8,3.6,-1.8,-2.9,-25.1,-4.4,-0.6,92.0,-3.2
CCCn1c(SCC(=O)NCc2ccc(Cl)cc2)n[nH]c1=O,-0.9,-6.0,-3.3,0.4,2.0,0.6,2.4,-0.1,93.0,0.3
CCNC(=S)NNC(=O)c1cc(-c2cccc(OCC)c2)nc2ccccc12,-0.9,-12.9,1.1,-1.4,-1.5,4.2,-4.1,-0.3,100.0,-6.3
O=C(Oc1cccc(-n2cnnn2)c1)c1ccccc1,2.3,10.4,-8.6,-1.9,0.1,-0.5,-1.4,0.2,94.0,-4.7
Cc1ccc(Sc2ncnc3onc(C)c23)c(C)c1,-0.8,-1.6,4.1,-5.3,-3.8,2.1,-4.3,-0.1,99.0,-1.9
CCOc1ccc(C(=O)NCC(=O)NCC(c2cccs2)N2CCOCC2)cc1 (stereo not drawn),-0.3,3.8,16.4,0.2,-2.4,1.0,12.2,0.5,90.0,2.2
COC(=O)C[C@@H]1CC[C@@H](NS(=O)(=O)c2ccc(OC)cc2)[C@@H](CO)O1,nt,nt,nt,-6.0,nt,nt,0.8,0.7,nt,0.4
Cn1ccc2c(N3CCCCCCC3)cc3c(c21)C1CCC3O1 (stereo not drawn),0.6,-5.9,nt,-0.9,nt,2.8,-0.3,0.5,102.0,3.0
CSCCC(NS(=O)(=O)c1ccccc1F)C(=O)NCc1ccncc1 (stereo not drawn),0.6,2.4,1.9,16.1,-2.2,0.6,-4.8,0.3,94.0,3.9
CC(C)(C)[C@H]1COC(=O)[C@H](NC(=O)OCC2c3ccccc3-c3ccccc32)C/C=C\C[C@@H](CC(=O)N(CCO)Cc2ccccc2)C(=O)N1,-3.0,-10.5,5.3,1.6,2.1,0.1,6.1,0.2,105.0,5.8
O=C(NCC1CCCO1)c1cccc(NC(=O)c2ccc(Br)cc2)c1 (stereo not drawn),-0.2,2.4,4.1,-2.2,-2.4,-1.1,-0.1,0.0,92.0,0.0
CCOc1ccc(-c2cc(C(=O)NN=C3CCN(C)CC3)[nH]n2)cc1,-0.2,-1.7,-5.2,-1.1,-1.2,2.0,-6.7,-0.1,101.0,6.6
CCCCOc1ccc(NS(=O)(=O)c2ccc(-n3cnnn3)cc2)cc1,-0.4,-12.3,-5.7,-0.2,0.9,-1.9,-5.2,0.5,96.0,3.6
O=C(Nc1ccc(F)c(Cl)c1)C1CCCCC1,-0.8,2.1,-2.4,1.6,2.2,4.2,-3.8,0.7,98.0,-3.8
Cc1cc(OC(C)C(=O)NCC2CCC(C(=O)O)CC2)c2c(C)c(C)c(=O)oc2c1 (stereo not drawn),1.1,1.0,10.6,8.8,-2.5,-1.8,-7.4,-0.2,100.0,-1.3
CCOC(=O)C1CCN(C(=O)COc2cc(C)c(Br)c(C)c2)CC1,5.8,7.8,0.0,-4.3,-0.7,0.8,-2.2,0.0,104.0,1.4
CCN(C(=O)COC(=O)/C=C/c1cccc(Br)c1)C1CCS(=O)(=O)C1 (stereo not drawn),-0.6,-4.5,6.8,-4.2,-0.9,2.8,5.2,-0.1,103.0,1.6
Cc1ccc(Cn2nnc3c(=O)n(CC(=O)NCc4ccccc4)cnc32)cc1,-1.1,0.7,-9.1,15.5,-0.6,21.9,-4.6,-0.7,97.0,-4.2
OC[C@@H]1CN(Cc2ccccc2)C[C@H](n2cnc3c(N4CCCC4)ncnc32)O1,-0.3,10.6,-5.7,-4.9,1.6,0.8,-4.6,0.4,97.0,0.9
CCCOC(=O)CSC1=C(C#N)C(c2ccccc2Cl)CC(=O)N1 (stereo not drawn),-1.2,-20.5,9.9,0.3,0.7,5.1,5.7,0.1,99.0,3.2
Oc1ccc(C2C(c3ccccc3)=NN=C(c3ccc(Cl)cc3)N2O)c(O)c1 (stereo not drawn),3.5,-0.8,13.6,12.4,-2.2,-2.6,-0.8,-0.5,109.0,-2.2
CC(=O)c1csc(COc2ccccc2)n1,0.1,2.2,-2.4,-7.7,-1.3,0.8,-3.1,0.0,94.0,-5.0
CCCC(=O)Nc1cc(S(=O)(=O)N2CCCCC2)ccc1N1CCOCC1,-0.1,0.4,-1.1,3.8,-2.5,1.8,-1.8,-0.2,103.0,-4.4
CCOC(=O)[C@@H]1[C@H]2COc3ccc(Br)cc3[C@@H]2N2C(=O)N(c3ccc(Br)cc3)C(=O)[C@]12C,-2.9,-9.5,5.9,-1.1,2.8,-2.6,0.9,-0.2,91.0,6.8
CC(C)Oc1ccc(CSC(=N)N)cc1,8.3,1.7,15.3,2.7,0.9,1.6,7.1,0.6,95.0,-2.1
CCN1C(=O)CC(C(=O)NC)SC1=Nc1cc(Cl)c(O)c(Cl)c1 (stereo not drawn),0.4,3.1,8.3,1.9,0.6,1.8,10.6,-0.1,97.0,6.8
N#CCCS(=O)(=O)c1ccc(N)cc1,2.0,13.3,1.6,-1.3,2.2,-0.5,1.6,0.1,99.0,1.9
CC(C)(C)c1ccc(C(=O)Oc2ccccc2CCC(=O)O)cc1,0.0,4.6,4.3,-0.6,0.7,0.1,-2.2,0.0,99.0,-1.7
O=[N+]([O-])c1ccc(NN=Cc2cccc3ccccc23)cc1,3.5,-12.2,-0.1,12.7,2.0,-5.0,-0.6,0.1,153.0,-2.4
O=C(/C=C/c1ccco1)NC(=S)Nc1cccc(C(=O)O)c1,-0.3,0.4,5.9,-1.1,-1.3,-0.3,8.4,-0.2,97.0,-4.3
# Following part
SMILES,hiPSC survival,Cardio protect,MC4R antag cAMP,Exocytosis inh,MC4R ag barr,N-glyco inh,ABHD5 PLIN5 PPI,aDG glyco act,ABCB6 inh MLPCN,HTR2A ag
COc1ccc(/C=C/C(=O)OCc2cccc([N+](=O)[O-])c2)cc1,0.7,-3.5,14.6,1.2,-2.6,0.9,-1.7,-0.2,102.0,-2.9
COc1cc2c(cc1OC)-c1cc(OCc3ccccc3Cl)nc(=O)n1CC2,-0.5,38.1,-8.4,-1.0,2.5,-1.4,5.2,0.5,90.0,19.5*
CC(=O)c1cccc(NC(=O)c2c(C)nn(-c3ccccc3)c2Cl)c1,1.4,3.7,15.6,-0.3,1.1,0.4,-1.3,0.1,102.0,-0.9
Cc1ccc(OCC(=O)NNc2c3ccccc3nc3ccccc23)cc1,-0.1,-8.8,-4.0,3.0,0.9,3.1,3.6,1.5,94.0,-2.5
Fc1ccc(Br)cc1SCCc1ccncc1,0.7,-11.1,2.2,9.0,-3.1,-1.0,4.7,0.4,95.0,-2.2
CCOCCCNc1c(CC)c(C)c(C#N)c2nc3ccccc3n12,0.2,-0.8,-3.6,51.7,-2.0,1.3,0.0,0.0,97.0,7.0
O=C(Nc1ccccc1N1CCOCC1)C1=NN(c2c(F)c(F)cc(F)c2F)C(=O)CC1,-1.0,10.9,5.0,-0.5,-1.0,1.2,5.9,-0.1,97.0,9.1
O=C(CC1C=Cc2ccccc2N1C(=O)c1ccccc1)c1ccccc1 (stereo not drawn),-0.3,-9.6,18.1,34.4,3.6,0.5,1.1,0.2,89.0,2.4
Cc1sc(NC(=O)c2cccs2)c(C(N)=O)c1C,-1.2,-6.8,12.1,-1.1,-0.8,-0.9,-0.6,-0.2,99.0,2.6

# Random draw from the library. About 4.5% of those tested had a hit in this group.
